yeast cln2 rad14 = NCI yeast anticancer drug screen, S. cerevisiae cln2 rad14 strain; hit rate 8.3% among 78,000; AID 165; % growth inhibition at 50 µM;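 also: 0% = growth of vehicle-only cultures of the same strain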
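Readout is yeast growth inhibition versus vehicle-treated controls, using a strain with cln2 and rad14 alterations exposed to compound.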
yeast mec2-1 = NCI yeast anticancer drug screen, S. cerevisiae mec2-1 strain; AID 157; growth inhibition, % at 50 µM; hit rate 9% among 79,000;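 also: 0% = growth of vehicle-only cultures of the same strain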
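Mutant yeast (mec2-1) grown with compound; growth inhibition relative to vehicle control reported.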
yeast rad50 = NCI yeast anticancer drug screen, S. cerevisiae rad50 strain; % growth inhibition at 50 µM; hit rate 10% among 79,000;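 also: 0% = growth of vehicle-only cultures of the same strain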
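Vehicle-treated cultures provide the reference for the growth inhibition reported for compound-exposed, repair-deficient yeast.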
yeast bub3 = NCI yeast anticancer drug screen, S. cerevisiae bub3 mutant strain. growth inhibition, % at 50 µM. hit rate 9.9% among 78,000. AID 167;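 also: 0% = growth of vehicle-only cultures of the same strain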
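Whole-cell yeast assay. The mutant strain was incubated with compounds, and growth inhibition was determined by comparison with vehicle-treated cells.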
yeast mlh1 rad18 = NCI yeast anticancer drug screen, S. cerevisiae mlh1 rad18 strain. growth inhibition, % at 50 µM. hit rate 11% among 79,000;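 also: 0% = growth of vehicle-only cultures of the same strain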
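Steps: expose repair-defective yeast to compound; measure growth; express inhibition against vehicle-treated controls.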
sgs1 mgt1 = NCI yeast anticancer drug screen, S. cerevisiae sgs1 mgt1 strain. growth inhibition, % at 50 µM. hit rate 10% among 78,000. AID 161;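 also: 0% = growth of vehicle-only cultures of the same strain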
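Test agents were incubated with a DNA-repair-mutant yeast strain. Growth was then read and compared against vehicle-treated controls.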
Active calls of the source: *; · = no result given; & = joins results of further samples. Rule as the data show it: active = growth inhibition above about 70%; inactive = the rest.

SMILES | yeast cln2 rad14 | yeast mec2-1 | yeast rad50 | yeast bub3 | yeast mlh1 rad18 | sgs1 mgt1
O=C1O[C@@H](c2ccc3c(c2)OCO3)C2C(=O)O[C@@H](c3ccc4c(c3)OCO4)C12 (stereo not given in full) | 19 | 9 | 14 | 3 | 22 | -8
CN(C)CCN(C)C(=N)N | -8 | -4 | -10 | -7 | -11 | -6
CC(C)C(C)(C(N)=O)C(C)C | 18 | 17 | 14 | -1 | -1 | 10
Cc1cccc(C)c1NC(=O)c1ccccc1 | 3 | 5 | 4 | -8 | 6 | 8
CN1c2ccccc2C(=O)NC12CCN(CC1COc3ccccc3O1)CC2 (stereo not given) | 63 | 71* | 58 | 66 | 66 | 82*
CC1(C)OC(=O)C(=Cc2c(Cl)cccc2Cl)C(=O)O1 | · | 8 | 0 | · | -7 | ·
COc1cc(Br)c(C=Nc2cccc3ccc(OS(=O)(=O)c4cccc([N+](=O)[O-])c4)cc23)cc1OC | 18 | 6 | 34 | 15 | 32 | 20
CCc1ccccc1NC(=O)C(=O)C(C#N)c1c(Cl)cccc1Cl (stereo not given) | -29 | 9 | -27 | 12 | 15 | 21
CN(C)CCC(c1ccccc1)C(CO)c1ccccc1 (stereo not given) | 8 | 9 | -25 | -2 | 13 | 10
CCOC(=O)CSC(=S)NC1CCCCC1 | 1 | 18 | 4 | 19 | 36 | 12
C=C(C)[C@H]1C=C[C@@H](OC(=O)c2cccnc2)[C@@]23CO[C@@](C)([C@H](OC(=O)c4cccnc4)[C@@]4(OC(C)=O)C[C@H](C)[C@H](OCCC)[C@@H]4[C@H]2OC(C)=O)[C@H]13 | 35 | -6 | -11 | 23 | 80* | 27
CC1(C)CCC2(C(=O)O)C(O)CC3(C)C(=CCC4C5(C)CCC(OC6OCC(O)C(O)C6OC6OCC(O)C(O)C6OC6OCC(O)C(OC7OC(CO)C(O)C(O)C7O)C6O)C(C)(C)C5CCC43C)C2C1 (stereo not given) | 87* | 87* | 77* | 87* | -30 | 88*
C[n+]1cc2ccccc2c2ccccc21 | 7&50 | 10&10 | 10&1 | 17&8 | -6&31 | 16&19
N=C(N)S/C=C/C(=O)O | -5 | -17 | -19 | -14 | -20 | -20
O=C1C2CCC(CC2)C1C(c1ccccc1)c1ccccc1 (stereo not given) | 5 | 0 | 10 | 25 | 36 | 30
CC(C)NC(=O)OCc1c(CO)c2c(n1C)-c1ccccc1CC2 | 97* | 98* | 96* | 98* | 95* | 98*
CCCCC(C)(C)OC(=O)Nc1ccc(Br)cc1 | 84* | 86* | 96* | 36 | 97* | 98*
CC1(c2ccccc2)CC(c2ccccc2)=NO1 (stereo not given) | 34 | -1 | 16 | 14 | 36 | 7
CCN(CC)C1Oc2cc3c(cc2C(c2cc(OC)c(OC)c(OC)c2)C1C)OCO3 (stereo not given) | -11 | -6 | 17 | 2 | 15 | 14
O=[N+]([O-])c1ccc2nc(NCCCO)c3ccccc3c2c1 | -1 | 11 | 8 | 12 | 12 | 4
C=CCSc1nnc(-c2ccc(C(C)(C)C)cc2)n1-c1cccc(C(F)(F)F)c1 | 30 | -15 | 8 | 4 | 11 | 15
CCOC(CNCc1ccncc1)OCC | 5 | -20 | -20 | -31 | -11 | -27
CN(CCCc1nc2ccccc2[nH]1)N=O | -18 | -2 | 6 | 1 | -4 | -3
CC(C)(C#N)CCCCC(C)(C)C#N | 12 | 1 | 3 | 12 | 4 | 1
OCC(O)C(O)C(CN=Cc1ccccc1O)N=Cc1ccccc1O (stereo not given) | -26 | 1 | 5 | 13 | -2 | 3
SMILES | yeast cln2 rad14 | yeast mec2-1 | yeast rad50 | yeast bub3 | yeast mlh1 rad18 | sgs1 mgt1
CC(C)(c1ccc(OC#N)cc1)c1ccc(OC#N)cc1 | 61 | 53 | 66 | 25 | 47 | 80*
CCCNN1CCN(c2ccncc2S(=O)(=O)N2CCCCC2)CC1 | 8 | -3 | -11 | 3 | -8 | 1
CCOC(=O)C1SC(=S)N(c2ccccc2)C1N (stereo not given) | -12 | 15 | -4 | -4 | 12 | 40
CC(C)C1NC(=O)c2ccccc2S1 (stereo not given) | 26 | -16 | 28 | 11 | 44 | -4
O=C(O)Cc1cc(=O)[nH]c(=O)[nH]1 | -29 | 14 | -2 | 14 | -17 | -14
NCOC(=O)Cc1ccc(Br)cc1 | -3 | 7 | 15 | 4 | 19 | 0
CC1C(O)CC23COC(=O)C2=CCCC3C1(C)CCC1=CC(=O)OC1 (stereo not given) | -7 | -39 | -9 | -42 | -21 | -26
Cc1ccc(C2(c3ccccc3)c3ccccc3C(=O)N2c2ccccc2)cc1 (stereo not given) | 95* | 98* | 97* | 97* | 97* | 98*
COC1=NS(=O)(=O)C2CCCCCCC2O1 (stereo not given) | -74 | -3 | 11 | 11 | -7 | 1
C[Si](C)(C)CNC(=O)OCc1ccccc1 | -23 | 22 | 37 | 93* | 8 | 4
CN(C)c1ncnc2c1ccn2CC(O)CO (stereo not given) | -54 | -11 | -3 | 3 | -3 | -9
O=C(NCCO)c1cc2ccccc2cc1O | -4 | -25 | -2 | -18 | 8 | -10
C=CCOC(=O)c1ccco1 | -1 | -6 | 6 | 0 | 2 | 2
c1ccc(-c2nnc(-c3nsc4ccccc34)o2)cc1 | 20 | -45 | -41 | -28 | -32 | -31
CC(=O)Oc1cccn(C)c1=O | 25 | 19 | 19 | 32 | 21 | -6
C1=CCN([B-](c2ccccc2)[C+]2CCCCC2)C=C1 | 2 | 99* | 99* | -11 | 97* | 99*
COc1cc(O)c(C(=O)/C=C/c2ccccc2)c(OC)c1 | 16 | -12 | 1 | 15 | -21 | 27
CC/C(Cl)=N\OC(=O)Nc1ccc(F)c(Cl)c1 | 51 | 84* | 58 | 78* | 69 | 84*
O=C1OC2C(O)C(N(O)c3ccccc3)OC2[C@@H]1O (stereo not given in full) | 9 | 18 | 2 | 22 | 15 | 22
CCOC(=O)/N=C(/NC(=O)OCC)N1CCN(c2ccnc3cc(Cl)ccc23)CC1 | 35 | -2 | -11 | -4 | 17 | -4
O=C1CCCCc2ccccc21 | -7 | -57 | -39 | -25 | -8 | -8
Cc1occc1C(=S)Nc1ccc(Cl)c(C(=O)OCC(F)(F)F)c1 | 88* | 93* | 92* | 91* | 87* | 91*
N#CCCSC(=S)C(C#N)C(=N)c1ccccc1 (stereo not given) | 2 | 2 | 13 | -19 | 10 | 14
Cc1cc(-c2ccccc2)no1 | 8 | -8 | -1 | -6 | 3 | -9
CCOC(=O)C(=O)C(CCc1ccc2ccc3cccc4ccc1c2c34)C(=O)OCC (stereo not given) | -22 | 21 | 10 | 0 | 31 | 7
SMILES | yeast cln2 rad14 | yeast mec2-1 | yeast rad50 | yeast bub3 | yeast mlh1 rad18 | sgs1 mgt1
CCOCCOC(=O)c1ccc(C(C)C)cc1 | -13 | 2 | 5 | 5 | 4 | 8
C=CCOc1cc2c(cc1C(C)c1ccc(OC)c(OC)c1)OCO2 (stereo not given) | 18 | -3 | 33 | 6 | 49 | 17
CC(=O)OC(OC(C)=O)c1ccc([N+](=O)[O-])s1 | 99* | 99* | 99* | 99* | 100* | 100*
CC(C)NC(=O)N(C(=O)C(F)(F)F)C(C)C | -41 | 7 | -1 | 2 | 8 | -5
ClCCCOCCCCl | -34 | 24 | 37 | -3 | 18 | 9
CC(Oc1ccccc1-c1ccccc1)C(=O)N(C)C (stereo not given) | 1 | 0 | -15 | -21 | -46 | 1
CCC1C(c2cccc(OC)c2O)c2cc3c(cc2OC1N1CCCC1)OCO3 (stereo not given) | -29 | -20 | -66 | -5 | -30 | -53
Cc1ccc(-n2cc(/C(N)=N/O)c3ccccc3c2=O)cc1 | -29 | -32 | -30 | -23 | -32 | -33
Cc1ccc(C(c2ccccc2)C(CC(=O)O)CC(=O)O)cc1 (stereo not given) | 6 | 20 | 1 | 5 | 16 | 15
CCCCCCCCC1OC1CCCCCCCC(=O)OCC1CO1 (stereo not given) | 29 | -19 | 3 | -25 | -41 | 9
Nc1c(-c2nc3ccccc3s2)[n+]([O-])c2ccccc2[n+]1[O-] | 30 | 21 | 7 | -58 | 16 | 19
CCc1ccc(C)nc1 | 1 | 1 | 21 | 99* | -1 | 1
COC(=O)C1CC[N-]CC1.COC(=O)C1CC[N-]CC1.[Cl][Pt+2][Cl] | -24 | 7 | 0 | -4 | 21 | -7
CCC1NC2CC3(C(=O)N(OC)c4ccccc43)C3CC1C2CO3 (stereo not given) | 14 | -28 | 10 | 5 | 3 | 11
O=S(=O)(Nc1ccc(C(F)(F)F)cc1)c1ccc(F)cc1 | 16 | 7 | -6 | -1 | 28 | 26
COc1cc(/C=C2\N=C(C)N(n3c(-c4ccccc4)nc4ccccc4c3=O)C2=O)cc(OC)c1OC | 3 | 20 | -20 | 16 | 7 | 30
O=c1c2ccccc2oc2cc3c(c(O)c12)CCCC3 | -7 | -14 | -8 | 3 | -3 | -14
COC1=C(C(=O)OC(C)(C)C)[C@]2(C)C(C(=O)OC(C)(C)C)C(OC)=C(C(=O)OC(C)(C)C)[C@]2(C)C1C(=O)OC(C)(C)C (stereo not given in full) | 18 | 15 | 31 | -3 | 30 | 23
N#C/C(=C/c1cccc2ccccc12)C(N)=O | 6 | 33 | 22 | 29 | 26 | 28
C/C(=N\NC(=S)N(C)C)c1cccnn1 | 87* | 91* | 85* | 90* | 83* | 87*
O=C1C=C(Nc2ccccc2)c2ccccc2C1=O | 20&-14 | -9&16 | 24&-1 | 14&34 | 12&15 | 25&11
CCOP(=O)(NC(c1ccccc1)c1ccccc1)OCC | 6 | -15 | 22 | 25 | 29 | 31
CC(=O)c1ccccc1NC=O | -41 | -10 | -8 | -15 | 4 | -12
CCCC(=O)OC(=O)c1ccccc1C(=O)OCC | -63 | -9 | -7 | -3 | -9 | 5
CCCN1CN(C(C(=O)N[C@@H]2C(=O)N3C2SC(C)(C)C3C(=O)O)c2ccccc2)CSC1=S (stereo not given in full) | 20 | -12 | 20 | -12 | -18 | 9
SMILES | yeast cln2 rad14 | yeast mec2-1 | yeast rad50 | yeast bub3 | yeast mlh1 rad18 | sgs1 mgt1
COc1ccc2cc(C(=O)CCCC(C)C(=O)O)ccc2c1 (stereo not given) | -48 | -8 | 75* | 4 | 3 | 3
CC1=NN(C(=O)CC(=O)Nc2ccc(C)cc2)C(=O)C1N=Nc1ccc(S(=O)(=O)c2ccc(N=NC3C(=O)N(C(=O)CC(=O)Nc4ccc(C)cc4)N=C3C)cc2)cc1 (stereo not given) | 21 | 36 | 50 | -1 | 40 | 37
O=C(O)C1C2CC3OC(=O)C1C3C2 (stereo not given) | 1 | 13 | 19 | 7 | 2 | 16
O=C(CCCCC(=O)OC1CCCCC1)OC1CCCCC1 | -60 | 4 | -5 | -1 | 11 | -6
Cc1nnc2c3[nH]c4ccccc4c3c(Cl)nn12 | -52 | -7 | -3 | -11 | -11 | 4
N#CCCc1nc(N)nc(N)n1 | -60 | -4 | -20 | -18 | 6 | -27
CNC(=O)Nc1ccccc1 | 17 | -1 | 27 | -22 | 8 | -12
N#CC(NNC(=O)c1ccccc1O)c1cccc(O)c1 (stereo not given) | -7 | 0 | 11 | 26 | -25 | 11
Cc1ccc(I)cc1N=C=S | · | 57 | 79* | · | 63 | ·
CCN(C(=O)c1ccc([N+](=O)[O-])cc1)C(c1ccco1)P(=O)(c1ccccc1)c1ccccc1 (stereo not given) | -9 | 10 | 17 | 2 | 26 | 17

Screening data (PubChem BioAssay)
